Assay outcomes as filed in PubChem BioAssay.
Tau fluor cs: counter-screen for tau fibril formation inhibitors; AID 1463; hit rate 0.93% among 280,000; tau K18 P301L Alexa594 fluorescence, heparin fibrillization; Potency, µM (titrated, usually from 57.7 µM), for inactives: at the highest dose activity change, negative = decrease; also: nearly all actives have a fitted effect of over 55% in size
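Human tau K18 P301L (15 uM unlabeled, 0.24 uM Alexa 594-labeled) in 100 mM sodium acetate pH 7 with 20 uM heparin, 6 hr at 37 C. ThT 30 uM added, 1 hr ambient; Alexa 594 FP and total fluorescence read at 555/632 nm.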
Tau fibril FP: tau fibrillization inhibition (FP); Potency, µM (titrated, usually from 57.7 µM), without a hit: at the highest dose activity, negative = inhibition, hits mostly inhibitors; hit rate 0.39% among 280,000; AID 1468; K18 P301L tau heparin fibrillization, Alexa594 FP, 6 h; P10636; also: nearly all actives have a fitted effect of over 55% in size
Target sequence (P10636 561-689 P618L limits assumed): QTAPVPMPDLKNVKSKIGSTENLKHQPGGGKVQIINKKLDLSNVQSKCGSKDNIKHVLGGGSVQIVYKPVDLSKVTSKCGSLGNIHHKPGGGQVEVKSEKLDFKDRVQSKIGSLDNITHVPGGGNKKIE
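K18 P301L tau (15 uM unlabeled/0.24 uM Alexa 594-labeled, final) + compound + heparin 20 uM final; 100 mM NaOAc pH 7; 6 hr 37 C; ThT 30 uM final added, 1 hr RT; FP ex 555/em 632 nm.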
Tau ThT inhib: tau fibrillization inhibition (ThT binding) | P10636 | recombinant tau K18 P301L (four-repeat tau fragment), heparin-induced fibrillization, ThT fluorescence | Potency, µM (series often up to 57.4 µM), inactives show at the highest dose activity, negative = inhibition, usual class: inhibitors | hit rate 2.1% among 270,000; also: nearly all actives have a fitted effect of over 55% in size
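Aggregation was driven by heparin (20 uM final) acting on recombinant tau […] bearing P301L in 100 mM sodium acetate pH 7; fibrils were detected with Thioflavin T.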
* marks the source's active call; other numbers are inactive results; ? = inconclusive. Calls follow the shape of the dose curve; as a rule, active = well fitted curve in the direction sought with a large enough effect; inconclusive = small, poorly fitted or top-dose-only effect, or another doubt; inactive = no such curve, though single readings can be large; an effect the other way counts as inactive or inconclusive. % is scaled to controls: 0 for no effect and ±100 for the full control effect; potency is read from the fitted curve at half-maximal effect.

| canonical_smiles | Tau fluor cs | Tau fibril FP | Tau ThT inhib |
| --- | --- | --- | --- |
| Cc1csc2nc(COC(=O)COc3ccccc3F)cc(=O)n12 | -7% | -7% | -1% |
| CCOc1ccc(C(=O)Nc2ccc3nc(SCC(=O)N(C)c4ccccc4)sc3c2)cc1 | ? | ? | -5% |
| COC(=O)c1sc2cccc(F)c2c1S(=O)(=O)Nc1ccc(N(C)C)cc1 | ? | 3% | ? |
| COc1ccccc1CNC(=O)c1ccc(-c2nc(CS(=O)(=O)c3ccc(C)cc3)c(C)o2)cc1 | -18% | 13% | -12% |
| COc1ccc(C(=O)N2CCC(c3ccncc3)CC2)cc1OC | 5% | -1% | 6% |
| CCOc1cc(CNCCSc2nnnn2-c2ccccc2)ccc1OC | -2% | 0% | -2% |
| COc1cccc(C(c2sc3nc(-c4ccco4)nn3c2O)N2CCN(c3ccccc3F)CC2)c1 (stereo not drawn) | -28% | -10% | -13% |
| Cc1ccc(-n2nc3c(=O)n(C(C)C(=O)NCc4ccc(OC(C)C)cc4)nc(C)c3c2C)cc1 (stereo not drawn) | -21% | 2% | ? |
| CCOCCCNc1nc2ccccc2n2c(CC)nnc12 | -16% | ? | ? |
| CC(=O)c1ccc(NC(=O)CSc2nc(-c3ccc(C)cc3)nc3c2c(=O)n(C)c(=O)n3C)cc1 | 10% | 10% | 1% |
| CCN(c1ccccc1)S(=O)(=O)c1nnc(NC(=O)C(C)Oc2ccccc2)s1 (stereo not drawn) | -19% | 7% | ? |
| O=C(CN1C(=O)COc2ccc(S(=O)(=O)NC3CCCC3)cc21)Nc1ccc(Cl)cc1F | -24% | -7% | 2% |
| COc1ccc(F)cc1S(=O)(=O)Nc1cccc(-c2ccc(N3CCC(C)CC3)nn2)c1 | -18% | -7% | -2% |
| O=C(NCCc1ccccc1)c1ccc(Cn2c(SCc3ccc(F)cc3)nc3cccnc32)cc1 | -12% | -13% | 9% |
| CC(C)(C)OC(=O)N1CCC(c2c(C(=O)Nc3ccc4c(c3)OCCO4)cnn2-c2ccc(F)cc2)CC1 | ? | 6% | -7% |
| CCOc1ccc(CCNC(=O)c2nn(C)c3c2CSc2ccccc2-3)cc1 | 4% | 7% | 10% |
| COc1ccc(-c2nc(CNC(=O)Nc3ccccc3)c(C)o2)cc1 | -18% | -14% | -2% |
| Cc1ccc(C)c(S(=O)(=O)c2nnn3c2nc(N2CCOCC2)c2sccc23)c1 | -21% | -1% | -2% |
| Cc1cc(C)c(S(=O)(=O)N2CCC(N3CCN(Cc4ccc(F)cc4)C(=O)C3=O)CC2)c(C)c1 | -2% | -2% | -4% |
| CC(=O)N1CCCc2cc(S(=O)(=O)N3CCN(c4ccccc4F)CC3)ccc21 | -16% | -8% | -8% |
| COc1cc(OC)c(NC(=O)Cn2c(SCc3ccccc3F)nc3cccnc32)cc1Cl | -16% | -17% | -1% |
| CCCCNC(=O)CN1C(=O)c2cccnc2Sc2ccccc21 | -4% | -6% | -6% |
| COc1ccc(C2=C(C)C(=NCCCN3CCN(c4cc(Cl)ccc4C)CC3)NS2(=O)=O)cc1 | 0% | 0% | -6% |
| Cc1ccc(-c2noc(-c3ccccc3NC(=O)C3CC(=O)N(c4ccccc4C)C3)n2)cc1 (stereo not drawn) | -5% | 2% | ? |
| Cc1nn(S(=O)(=O)c2ccc(Br)cc2)c(C)c1S(=O)(=O)N1CCCCCC1 | -13% | -12% | -10% |
| CCc1ccc(NC(=O)CSc2nc3c(c(=O)[nH]2)CN(Cc2ccc(C)cc2)CC3)cc1 | -4% | 7% | 2% |
| CCN1CCN(C(c2ccccc2Cl)c2c(O)cc(C)n(CCOC)c2=O)CC1 (stereo not drawn) | -5% | -16% | ? |
| Cc1ccccc1CNC(=O)C1CCN(S(=O)(=O)Cc2ccccc2)CC1 | -5% | -7% | -15% |
| O=C(NCC(c1ccc2c(c1)OCO2)N1CCOCC1)c1ccccc1F (stereo not drawn) | 8% | 9% | 7% |
| COc1ccc(C)cc1NC(=O)Cn1c(=O)cc(C)c2c(C)nn(C)c21 | -7% | -10% | -12% |
| COc1ccc(C)cc1NC(=O)C1CCN(S(=O)(=O)c2ccc3[nH]c4c(c3c2)CCCCC4)CC1 | ? | 14% | 10% |
| O=C(NCCc1ccc(Cl)cc1)c1cc(-c2ccc(Cl)cc2)n[nH]1 | -2% | ? | 4% |
| O=S(=O)(NCC(c1ccco1)N1CCN(c2ccc(F)cc2)CC1)c1cc(F)ccc1F (stereo not drawn) | ? | 8% | -11% |
| CCSc1nc2n(n1)C(c1ccc(Cl)cc1Cl)C(C(=O)Nc1ccccc1C)=C(C)N2 (stereo not drawn) | -14% | -8% | 0% |
| COc1ccc(NC(=O)C2=C(C)Nc3c(C(=O)Nc4ccc(C)cc4)cnn3C2c2cccc(Cl)c2)cc1 (stereo not drawn) | -22% | ? | -4% |
| Cc1ccc(OCc2ccc(-c3nc(C#N)c(N4CCC(C)CC4)o3)o2)cc1 | -22% | 1% | -3% |
| CCOc1ccccc1NC(=O)C1=C(C)Nc2ncnn2C1c1ccc(NC(C)=O)cc1 (stereo not drawn) | 8% | 0% | 3% |
| CCc1ccccc1NC(=O)Nc1cc(C(=O)NCc2ccc(OC)cc2)ccc1N1CCCC1 | -16% | 4% | -3% |
| Cc1ccc(CNC(=O)C(=O)NCC(c2cccs2)S(=O)(=O)c2cccs2)cc1 (stereo not drawn) | -24% | -11% | 0% |
| Cc1oc2ncn(CC(C)C)c(=O)c2c1C(=O)NCCCN(C)Cc1ccccc1 | -1% | -4% | 1% |
| COc1cccc(C(=O)Nc2cccc(C(=O)OCc3cc(=O)n4nc(C(C)C)sc4n3)c2)c1 | -2% | -1% | ? |
| Cn1cc(S(=O)(=O)c2ccc(Cl)cc2)c(=O)c2cc(F)c(N3CCCC3)cc21 | -10% | 0% | -8% |
| CC(=O)c1ccc(N2CCN(C(=O)Nc3cn(CC(C)C)c(=O)c4ccccc34)CC2)cc1 | -4% | 0% | ? |
| CCCCC(=O)Nc1ccc(OCc2cc(=O)n3ccc(C)cc3n2)cc1 | 3% | 1% | -14% |
| CCC(=O)Nc1cc(-c2cn3cccnc3n2)ccc1OC | -8% | -5% | -5% |
| COc1ccccc1C1=NS(=O)(=O)N(C)C(C(=O)Nc2cc(OC)c(OC)c(OC)c2)=C1 | -10% | 8% | -1% |
| CN(C)CCn1c2c(c(SCC(=O)Nc3ccc(F)cc3F)nc1=O)CCC2 | 1% | 1% | -1% |
| CCCCc1nn2c(=O)cc(COC(=O)c3ccccc3NC(=O)C3CCCCC3)nc2s1 | 18% | 8% | -3% |
| COc1cccc(Nc2sc(C(=O)c3ccc(Cl)cc3)c(N)c2C(=O)NCCc2ccc(OC)c(OC)c2)c1 | -2% | -5% | 6% |
| CCOc1cc(C2C(C(=O)OC)=C(C)NC3=C2C(=O)c2ccccc23)ccc1OC (stereo not drawn) | ? | 5% | ? |
| Cc1c(Cl)cccc1-n1c(SCC(=O)NCc2ccccc2)nc2n[nH]c(C)c2c1=N | -8% | 0% | 2% |
| Cc1ccc(NC(=O)c2nc(S(C)(=O)=O)ncc2N(Cc2ccco2)Cc2ccco2)cc1C | -13% | -6% | -7% |
| COc1ccc(C2=C(C)C(N3CCC(C(=O)NCc4ccco4)CC3)=NS2(=O)=O)cc1 | -6% | -10% | -8% |
| CNC(=O)c1ccc2nc(CCc3ccccc3)oc2c1 | 2% | -3% | -17% |
| Cc1cnc2c(c1SCC(=O)Nc1ccc(F)cc1F)c(=O)n(C)c(=O)n2C | -5% | -1% | -2% |
| COCCCNC(=O)C1CCN(c2nn3cc(-c4ccc(F)cc4)nc3s2)CC1 | 7% | 3% | -7% |
| COc1ccc(NC(=O)C2=C(C)Nc3nc(SCc4ccccc4)nn3C2c2cc(OC)ccc2OC)cc1 (stereo not drawn) | -17% | -1% | 7% |
| O=C(Nc1nnc(S(=O)(=O)N2CCCc3ccccc32)s1)c1cccc(Cl)c1 | ? | -14% | ? |
| Cn1ncc2c(N3CCN(c4ccccc4Cl)CC3)ncnc21 | -7% | 2% | -15% |
| Cc1oc2ncn(CC(C)C)c(=O)c2c1C(=O)N(Cc1ccccc1)C(C)C | -5% | -11% | -3% |

(listing goes on)
| canonical_smiles | Tau fluor cs | Tau fibril FP | Tau ThT inhib |
| --- | --- | --- | --- |
| COc1ccc(OC)c(NC(=O)CSC2=Nc3ccccc3C3=NC(CCC(=O)NCc4ccccc4)C(=O)N23)c1 (stereo not drawn) | 0% | 6% | -4% |
| COc1ccc(Cn2ccc3nc(C)c(C(=O)N4CCN(c5ccccc5OC)CC4)cc3c2=O)cc1 | 1% | 4% | -3% |
| COc1ccc(Cl)cc1NC(=O)c1sc2nc3n(c(=O)c2c1C)CCC3 | 1% | -2% | -16% |
| Cc1ccc(CSC2=Nc3ccccc3C3=NC(CCC(=O)NCc4cccs4)C(=O)N23)cc1 (stereo not drawn) | -4% | 1% | -11% |
| O=C(NC1CCCC1)c1ccc2c(=O)n(Cc3ccccc3)c(SCc3ccccc3)nc2c1 | -9% | -3% | 0% |
| CC(=O)Nc1ccc(NC(=O)c2oc3ccc4c(c3c2C)C(=O)CC(C)(C)O4)cc1 | ? | 12% | ? |
| COc1ccc(CNC(=O)c2ccc3c(c2)NC(=O)C(CS(=O)(=O)Cc2ccccc2Cl)N3)cc1 (stereo not drawn) | ? | ? | ? |
| Cc1c(C(=O)N2CCCC2)oc2c1-c1nn(CC(=O)NCc3ccc(OC(C)C)cc3)cc1CC2 | -4% | 10% | -17% |
| COc1cccc2[nH]c(C(=O)NCc3ccc4c(c3)CCN4C(=O)c3ccc(F)cc3)cc12 | ? | -4% | -10% |
| Cc1ccc(NC(=O)CN2CCSc3ccc(S(=O)(=O)N4CCCC4)cc32)cc1C | ? | 10% | 7% |
| CCCCN(c1ccccc1)c1ncnc2c1cnn2-c1cccc(C)c1 | -17% | -4% | -17% |
| CCc1nn(CC(=O)N2CCN(c3cccc(C)c3)C(C)C2)c(=O)c2cc3sccc3n12 (stereo not drawn) | -14% | -2% | ? |
| Cc1ccc(-n2ncc3c(NC(C)c4ccccc4)ncnc32)cc1 (stereo not drawn) | -25% | -16% | 6% |
| COc1cc(NC(=O)CN(C)S(=O)(=O)c2ccc3[nH]c4c(c3c2)CCCC4)cc(OC)c1OC | ? | 14% | -7% |
| COc1ccc(C2C=C(c3ccccc3)Nc3nc(NC(=O)/C=C/c4ccc(F)cc4)nn32)cc1 (stereo not drawn) | -13% | 2% | -15% |
| Cc1ccc2c(c1)c1c(c(=O)n(-c3ccccc3C)c(=O)n1Cc1ccccc1F)n2C | 3% | -7% | 7% |
| Cc1ccc(S(=O)(=O)N2CCN(Cc3ccccc3)CC2)c(C)c1NS(C)(=O)=O | 9% | 2% | 17% |
| CC(C)c1ccc(C2=CC(c3cccc(Cl)c3)n3c(nc4ccccc43)N2)cc1 (stereo not drawn) | 4% | -6% | 1% |
| CC(CNC(=O)c1ccc(Cn2c(SCc3ccccc3)nc3cccnc32)cc1)c1ccccc1 (stereo not drawn) | -18% | ? | -6% |
| Cc1ccc(S(=O)(=O)c2cn(C)c3cc(N4CCOCC4)c(F)cc3c2=O)c(C)c1 | -4% | -2% | -1% |
| COCCNC(=O)CSc1c(C)cnc2c1c(=O)n(C)c(=O)n2C | -3% | -4% | -7% |
| COc1ccc(C2CC(=O)Nc3c2c(C)nn3-c2nncc(-c3ccccc3)n2)c(OC)c1OC (stereo not drawn) | -3% | -2% | 4% |
| COCCCNS(=O)(=O)c1ccc(N2CCCCS2(=O)=O)cc1 | 4% | 0% | 9% |
| CCOc1ccc(C(=O)Nc2ccc3nc(SCC(=O)N4CCOCC4)sc3c2)cc1 | -23% | -8% | -4% |
| O=C(Nc1ccccc1)c1ccc2c(O)c(S(=O)(=O)c3ccc(Cl)cc3)c(=O)[nH]c2c1 | -11% | -4% | 5% |
| O=C(c1ccc2c(c1)N(Cc1cccc(Cl)c1)C(=O)c1ccccc1S2(=O)=O)N1CCN(c2cccc(C(F)(F)F)c2)CC1 | 0% | -14% | 3% |
| COc1ccc(N2CCN(C(=O)c3nc(-c4ccc(Cl)cc4)n4c3CCCCC4)CC2)cc1 | -15% | 6% | ? |

Not all compounds are listed (hit frequency here may not be typical).
